MC4R antagonist = antagonists of human melanocortin 4 receptor (MC4R); P32245; MC4R-expressing cells, MTII-stimulated cAMP, LANCE TR-FRET; inhibition, % at 6.5 µM; 360,000 tested, 0.48% active; AID 540295;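 active = inhibition above its plate's cutoff, the mean of tested wells on that plate plus 3 SD, cut at about 29% in these data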;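 note: 0% = Melanotan II alone and 100% = Melanotan II plus saturating MCL0020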
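Material: U2OS-MC4R stable cell line | Reagent: Melanotan II challenge after compound preincubation | Doses: One concentration, 6.5 µM nominal | Incubation: 30-min compound preincubation, 1-h Melanotan II challenge, 1-h detection, room temperature | Signal: TR-FRET cAMP assay | Replicates: One well per compound, no replicates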
NOD2 RIPK2 PPI = blocks binding of human NOD2 to RIPK2; O43353; CHO BLA complementation NOD2-RIPK2, CCF4 ratio; inhibition, % at 4.98 µM; 360,000 tested, 0.38% active; in the data active = inhibition above about 21%;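 note: 0% = vehicle only and 100% = reference blocker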
ABHD5 PLIN5 PPI = blocks binding of human ABHD5 to perilipin-5 | AID 602281 | 360,000 tested, 0.78% active | Split G. princeps luciferase complementation, luminescence, 4 h | Q00G26+Q8WTS1 | inhibition, % at 4 µM;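 active = inhibition above the mean inhibition across every tested compound plus 3 SD, cut at about 22% in these data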;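 note: 0% = DMSO only wells and the 100% control is not disclosed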
H9c2 protect = modulators protecting cardiomyocytes from myocardial damage. H9c2 cardiomyocytes, H2O2 injury protection, ATPLite, 2 h. protection from H2O2 cell death, % at 20 µM. 360,000 tested, 0.63% active. AID 588492;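 active = compounds giving at least 50% protection of heart cells from peroxide-induced death in the single-dose screen, raw or plate-pattern-corrected value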;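 note: 0% = DMSO wells with peroxide and 100% = DMSO wells without peroxide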
m5-HT2A agonist = mouse HTR2A agonism via beta-arrestin recruitment. P35363. CHO-K1 mHTR2A beta-arrestin complementation, luminescence; percent of 30 µM serotonin response. activation, % at 7.6 µM. 360,000 tested, 0.66% active. AID 624169;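 active = activation above a run cutoff, the mean activation of all tested compounds plus 3 SD, cut at about 14% in these data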;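 note: 0% = plate median of compound wells and 100% = 30 µM serotonin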
MC4R ag barr = human MC4R agonism via beta-arrestin. activation, % at 8.9 µM. P32245. U2OS MC4R beta-arrestin complementation, luminescence; percent of melanotan II response, DMSO zero. 360,000 tested, 0.98% active;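 active = activation above a per-plate cutoff, the mean activation of sample wells on that plate plus 3 SD, cut at about 8% in these data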
N-glyco inh = blocks N-linked glycosylation in D54 reporter cells; reporter increase, % at 12.5 µM; AID 588692; 360,000 tested, 0.23% active; D54 ERlucT glycosylation luciferase reporter, 24 h; percent of 100 nM tunicamycin response;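 active = mean luciferase reporter signal, scaled so untreated is 0 and the glycosylation-blocking control 100, at or above a set limit in every replicate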;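 note: luciferase carries N-glycosylation sites so blocking glycosylation raises the light; 0% = median of neutral control wells and 100% = median of 100 nM tunicamycin wells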
SRC2 inh = inhibits human steroid receptor coactivator 2 | HEK293 GAL4-SRC2 luciferase reporter, luminescence | inhibition, % at 9 µM | 370,000 tested, 0.17% active | AID 651957;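 active = inhibition above the mean inhibition of all tested compounds plus 3 SD, set per campaign, cut at about 52% in these data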;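 note: 0% = DMSO treated cells and 100% = cells given Gossypol at 36 µM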
Target sequence (Q15596 whole entry, looked up, the tested form may be a part): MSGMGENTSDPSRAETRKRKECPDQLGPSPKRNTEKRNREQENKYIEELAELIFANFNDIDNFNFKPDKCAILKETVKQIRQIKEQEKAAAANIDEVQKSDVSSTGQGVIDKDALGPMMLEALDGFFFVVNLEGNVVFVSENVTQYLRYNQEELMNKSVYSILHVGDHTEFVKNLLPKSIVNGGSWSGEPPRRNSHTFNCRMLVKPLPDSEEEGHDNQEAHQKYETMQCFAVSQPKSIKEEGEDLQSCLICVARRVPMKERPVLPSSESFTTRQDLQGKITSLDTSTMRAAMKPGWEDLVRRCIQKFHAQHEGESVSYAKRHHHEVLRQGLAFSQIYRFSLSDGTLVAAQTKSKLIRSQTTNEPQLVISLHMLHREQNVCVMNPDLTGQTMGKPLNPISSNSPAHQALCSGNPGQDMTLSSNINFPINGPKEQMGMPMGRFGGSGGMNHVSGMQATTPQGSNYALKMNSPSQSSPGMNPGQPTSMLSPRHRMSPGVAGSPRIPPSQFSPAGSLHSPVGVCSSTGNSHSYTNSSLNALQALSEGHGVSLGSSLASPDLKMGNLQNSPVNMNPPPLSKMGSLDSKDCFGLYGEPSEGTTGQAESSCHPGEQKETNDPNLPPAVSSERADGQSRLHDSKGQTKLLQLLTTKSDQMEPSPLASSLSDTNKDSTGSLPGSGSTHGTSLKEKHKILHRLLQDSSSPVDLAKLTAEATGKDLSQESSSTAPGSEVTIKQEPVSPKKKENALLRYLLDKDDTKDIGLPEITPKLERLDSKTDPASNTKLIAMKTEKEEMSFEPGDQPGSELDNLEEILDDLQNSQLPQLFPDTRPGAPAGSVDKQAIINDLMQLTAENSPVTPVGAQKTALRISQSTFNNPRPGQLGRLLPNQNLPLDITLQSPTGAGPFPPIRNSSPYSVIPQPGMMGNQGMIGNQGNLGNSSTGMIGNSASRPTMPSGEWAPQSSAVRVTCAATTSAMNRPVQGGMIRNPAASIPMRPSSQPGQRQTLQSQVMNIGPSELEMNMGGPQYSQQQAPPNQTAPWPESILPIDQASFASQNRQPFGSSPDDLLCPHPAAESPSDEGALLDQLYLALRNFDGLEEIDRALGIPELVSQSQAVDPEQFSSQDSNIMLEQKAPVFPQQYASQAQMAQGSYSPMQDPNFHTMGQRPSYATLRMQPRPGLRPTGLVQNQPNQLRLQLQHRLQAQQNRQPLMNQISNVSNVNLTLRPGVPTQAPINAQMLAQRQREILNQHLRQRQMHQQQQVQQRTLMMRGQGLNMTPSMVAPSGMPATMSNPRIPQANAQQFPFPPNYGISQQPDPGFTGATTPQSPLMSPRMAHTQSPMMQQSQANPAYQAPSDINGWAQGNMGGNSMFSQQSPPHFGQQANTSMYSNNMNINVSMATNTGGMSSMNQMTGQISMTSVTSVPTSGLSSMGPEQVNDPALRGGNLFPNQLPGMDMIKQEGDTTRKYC
ABCB6 inh 2 = blocks the human ABCB6 transporter; Q9NP58; K562-ABCB6 porphyrin accumulation, flow cytometry, 1 h; hits give low values; fluorescence ratio to DMSO, % at 10 µM; 360,000 tested, 0.19% active;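 active = fluorescence ratio to DMSO below 75%, the collection mean minus 3 SD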;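 note: signal is porphyrin accumulated inside mitochondria; 100% equals median channel fluorescence of DMSO control wells; lower ratio means ABCB6 inhibition with less porphyrin fluorescence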
TLR9-MyD88 inh = blocks human TLR9 binding to MyD88 | Q9NR96+Q99836 | inhibition, % at 4.98 µM | 340,000 tested, 0.21% active | AID 504734 | CHO BLA complementation TLR9-MyD88, CCF4 FRET ratio;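 active = inhibition above the mean over all tested compounds plus 3 SD, cut at about 21% in these data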;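 note: 0% = DMSO only wells and 100% = clavulanate BLA inhibitor control wells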
An asterisk follows results filed as active; · = not tested or not shown; & = joins results of further samples; ! = not confirmed by another sample. Only part of the results is shown, so the mix of outcomes need not match the whole.

# | SMILES | SRC2 inh | ABHD5 PLIN5 PPI | m5-HT2A agonist | N-glyco inh | MC4R ag barr | NOD2 RIPK2 PPI | ABCB6 inh 2 | MC4R antagonist | H9c2 protect | TLR9-MyD88 inh
1 | COCCCNc1nc2nonc2nc1N1C[C@H]2CC[C@H]1C2 | -10 | 3 | 8 | 1 | -0.6 | -11 | 95 | 15 | 3 | -10
2 | CCOc1ccccc1OCc1nn2c(-c3ccc(C)cc3)nnc2s1 | 5 | -3 | -1 | -1 | -1.3 | 2 | 97 | 0 | -1 | 1
3 | O=C(CSc1nnc(-c2cccnc2)n1Cc1ccco1)Nc1cccc(O)c1 | -23 | 0 | 2 | 4 | 2.2 | -4 | 88 | 1 | -2 | 10
4 | Cc1ccc(-n2nc3c(=O)n(CCCC(=O)NCc4cccc(Cl)c4)nc(C)c3c2C)cc1 | 2 | -2 | 2 | -3 | -3.0 | -3 | 100 | 28 | -1 | -1
5 | CN1CCc2c(c3ccccc3n2C)C1 | 19 | 1 | 0 | 2 | -1.2 | -13 | 96 | 7 | -1 | 8
6 | OC(COc1c(Br)cc(Br)cc1Br)CN1CCOCC1 (centres undefined) | 4 | 8 | -3 | -1 | 0.2 | -7 | 97 | -2 | -16 | -3
7 | O=C(c1cccc(C(=O)N2CCN(c3ccc(F)cc3)CC2)c1)N1CCN(c2ccc(F)cc2)CC1 | · | -3 | -5 | 0 | 2.3 | 9 | 99 | 6 | -1 | -6
8 | Cc1cccc(C(=O)OCC(=O)N2CC(C)CC(C)C2)c1C (centres undefined) | -18 | -5 | -1 | 0 | 0.6 | -1 | 96 | 8 | -3 | -6
9 | Cc1ccc(CNS(=O)(=O)c2ccc(CN3C(=O)c4cccnc4C3=O)cc2)o1 | -12 | 11 | 8 | 1 | 1.1 | -4 | 96 | 15 | 1 | -12
10 | O=C(O)CSc1nnc(-c2cccc(S(=O)(=O)N3CCCCC3)c2)o1 | -17 | 4 | 4 | 0 | -2.3 | -18 | 97 | 4 | 2 | -3
11 | FC(F)(F)c1cccc(NC(=S)NCc2ccc(Cl)cc2)c1 | 8 | -4 | -7 | -4 | 7.3 | 2 | 104 | -1 | -30 | 1
12 | O=Cc1c(NCc2ccccc2F)c2ccccc2[nH]c1=O | -7 | 3 | -1 | 1 | -1.3 | 1 | 102 | 3 | -4 | -2
13 | COc1ccccc1COC(=O)C(NC(=O)c1ccc(C)cc1)C(C)C (centres undefined) | 5 | -12 | -2 | 0 | -3.5 | 5 | 89 | 6 | -7 | -8
14 | CN(C)c1nc(N(C)C)nc(N(C#N)CN2C(=O)c3ccccc3S2(=O)=O)n1 | 6 | 3 | 0 | 1 | -1.6 | 5 | 98 | 9 | 19 | -8
15 | Cc1[nH]c(C)c(S(=O)(=O)N2c3ccccc3CC2C)c1C(=O)N1CCCCC1 (centres undefined) | 3 | -3 | 1 | -1 | -2.4 | -14 | 98 | 10 | -1 | 4
16 | COc1cccc(N2CCN(C(=O)Nc3ccccc3Cl)CC2)c1 | -16 | 4 | 11 | 1 | 0.0 | -2 | 100 | 14 | 4 | -9
17 | CC(C)c1ccc(NC2CCCN(C(=O)c3ccco3)C2)cc1 (centres undefined) | 0 | -7 | 4 | -1 | -0.7 | 0 | 101 | 1 | -4 | -6
18 | Cc1oc(/N=C/c2ccc3c(c2)OCO3)c(C#N)c1C | -5 | -11 | -2 | 3 | -3.3 | -2 | 92 | -4 | 7 | -1
19 | O=C(CSc1nnc(-c2ccccc2Br)o1)N1CCOCC1 | -35 | 8 | 5 | -5 | 1.4 | -8 | 100 | 20 | 6 | -7
20 | Nc1nn(-c2ccccc2)nc1C(=O)OCc1ccccc1 | 12 | -6 | 7 | 2 | -0.9 | 0 | 94 | 6 | -9 | 5
21 | COc1ccc(C(=O)C2CCCN(Cc3cnc(N4CCOCC4)s3)C2)c(OC)c1 (centres undefined) | 10 | 2 | -5 | -1 | 0.3 | -19 | 81 | 5 | -6 | -5
22 | COc1ccc(S(=O)(=O)N2CCC(C(=O)N3CCOCC3)CC2)cc1Cl | -29 | -4 | 3 | 5 | -2.8 | 12 | 99 | 4 | -5 | -1
23 | Cc1ccn2cc(CSc3ccccc3)nc2c1 | -53 | -5 | -3 | -11 | -2.5 | -9 | 93 | -2 | -15 | -1
24 | C=CCn1c(N2C(=O)CC(Cc3ccccc3)C2=O)nc2ccccc21 (centres undefined) | -19 | -2 | -2 | 0 | -1.8 | 1 | 95 | 9 | 21 | 2
25 | Cc1ccc(C(=O)N2CCCC2)cc1S(=O)(=O)N1CCOCC1 | -3 | 2 | 0 | · | -2.1 | 0 | 98 | 10 | -1 | -13
26 | Cc1cccc(NC(=S)N(C)C)c1C | 15 | -6 | 1 | 1 | 1.8 | -2 | 94 | 22 | -3 | -4
27 | O=C(N/N=C/c1ccc(-c2cccc([N+](=O)[O-])c2)o1)c1ccccc1O | -36 | -2 | -2 | -2 | -2.8 | -6 | 96 | 3 | 35 | 7
28 | COc1ccccc1NS(=O)(=O)c1ccc2nc(CCl)[nH]c2c1 | 18 | 5 | -1 | 0 | -2.3 | -9 | 98 | 9 | -3 | -3
29 | COCc1nnc(NC(=O)CCCOc2ccccc2OC)s1 | -4 | -8 | -7 | 4 | -1.5 | -11 | 94 | 6 | 6 | 3
30 | Cc1ccsc1/C=N/NC(=O)CN1CCN(Cc2ccccc2)CC1 | 2 | -6 | -2 | 0 | 0.1 | 6 | 96 | 4 | -1 | 2
31 | COc1ccc(-c2csc(N3CCC(C(N)=O)CC3)n2)cc1 | -19 | 10 | -1 | 4 | -1.8 | -4 | 98 | 11 | -8 | -3
32 | O=C(NCc1cccnc1)c1nn2cccnc2c1Cl | -18 | -1 | -1 | 0 | -0.2 | -17 | 100 | 3 | 7 | 5
33 | CCC(C)c1ccccc1N1CC(C(=O)NCCCn2nc(C)cc2C)CC1=O (centres undefined) | -28 | -5 | -7 | 1 | -4.2 | 0 | 95 | 3 | 3 | 8
34 | Cc1ccc(C)c(N(CC(=O)NC2CCCC2)C(=O)CCC(=O)Nc2nccs2)c1 | -2 | -4 | 5 | 0 | 3.7 | -1 | 105 | 20 | -3 | -2
35 | CCOC(=O)N1CCN(C(=O)COc2ccc(Cl)cc2)CC1 | -6 | -1 | 1 | 0 | -0.7 | -7 | 98 | -3 | 4 | 7
36 | Cc1cc(C)cc(OC(C)C(=O)NCCCn2ccnc2)c1 (centres undefined) | 15 | -5 | 5 | 1 | 1.5 | 7 | 96 | 22 | 3 | 0
37 | c1ccc2c(c1)nc(N1CCOCC1)c1ccccc12 | 4 | 2 | -2 | 1 | -1.0 | -3 | 97 | 3 | 1 | -6
38 | Cc1ccc(/C=C/C(=O)O)cc1S(=O)(=O)Nc1ccc2c(c1)OCO2 | 5 | 2 | 2 | 2 | -1.2 | -5 | 102 | 20 | -3 | 4
39 | CCOC(=O)Cn1c2c(c(-c3ccccc3OC)cc1=O)CCCC2 | -15 | -1 | 2 | 3 | 7.4 | -16 | 103 | 17 | -13 | 6
40 | O=C(CSCc1ccccc1)Nc1cccc(C(=O)Nc2ccc(C(=O)O)cc2)c1 | 3 | -8 | -1 | 0 | -2.3 | 8 | 105 | -1 | 6 | -5
41 | CC(=O)c1cccc(NC(=O)CCNC(=O)c2ccccc2Cl)c1 | -1 | -1 | 3 | 1 | -2.5 | -4 | 98 | 0 | 2 | 5
42 | Cn1c(SCC(=O)N2CCCC2=O)nnc1-c1ccccc1F | 2 | -1 | -2 | 0 | 0.0 | -13 | 100 | 11 | -3 | 4
43 | CN(Cc1ccccc1)C(=O)c1cnc2n(c1=O)CCS2 | -19 | -5 | -7 | -1 | -0.1 | 3 | 82 | 6 | 8 | -5
44 | COc1ccc(NC(=O)C2C3C=CC4(O3)C2C(=O)N(CCCN2CCCC(C)C2)C4C(=O)NC2CCCCC2)cc1 (centres undefined) | -26 | 0 | 4 | -1 | -0.2 | -5 | 99 | 4 | 0 | -8
45 | Cc1cccc(N(C)S(=O)(=O)c2cc3c(cc2C)n(C)c(=O)c(=O)n3C)c1 | -19 | -8 | 2 | 2 | 0.2 | -1 | 101 | 15 | 33 | -5
46 | O=C(CCSCc1cccc(Cl)c1)NCCc1ccccc1 | -4 | 4 | -8 | 1 | -1.9 | -7 | 96 | 12 | -3 | 4
47 | C/C(=C1/SC(=S)N(CCC(=O)O)C1=O)c1ccc(O)cc1 | 0 | 1 | -6 | -3 | -2.0 | -6 | 92 | 4 | 3 | 7
48 | NC(=O)c1cc[n+](CC2=C(C(=O)O)N3C(=O)[C@@H](NC(=O)C(c4ccccc4)S(=O)(=O)[O-])[C@H]3SC2)cc1 (some centres undefined) | · | -3 | 3 | 0 | -1.6 | -16 | 98 | 1 | 6 | -9
49 | O=C1CC(N2CCN(c3ccccc3)CC2)C(=O)N1CCc1ccccc1 (centres undefined) | 8 | 3 | -4 | 3 | -2.3 | 0 | 104 | 8 | -1 | 6
50 | CN1CCN(Cc2nc3ccccc3c(=O)n2Cc2nc(-c3ccc4ccccc4c3)cs2)CC1 | -23&-14 | 10&18 | 0&-6 | -5&0 | 9.7*! | 1&4 | 80&100 | 1&-4 | -25&-25 | -14&1

The list goes on.
# | SMILES | SRC2 inh | ABHD5 PLIN5 PPI | m5-HT2A agonist | N-glyco inh | MC4R ag barr | NOD2 RIPK2 PPI | ABCB6 inh 2 | MC4R antagonist | H9c2 protect | TLR9-MyD88 inh
51 | COc1ccc(S(=O)(=O)N(CC(=O)Nc2ccc(S(=O)(=O)N3CCOCC3)cc2)c2ccccc2)cc1 | -3 | -4 | -5 | 1 | -1.1 | 3 | 96 | 8 | 13 | 5
52 | CCOC(=O)C1CCCN(C(=O)C2CCN(S(=O)(=O)N3CCC4(CC3)OCCO4)CC2)C1 (centres undefined) | 7 | -11 | 0 | 1 | 0.9 | 0 | 94 | 5 | -6 | -4
53 | CN=C1SC(CC(=O)Nc2sc3c(c2C#N)CCCC3)C(=O)N1C (centres undefined) | 7 | 0 | 2 | 3 | -1.6 | 1 | 95 | 4 | -3 | 3
54 | O=C(CSc1cccc[n+]1[O-])NN(c1ccccc1)c1ccccc1 | -13 | 1 | 0 | 0 | -0.2 | -6 | 96 | 19 | 4 | -10
55 | O=C(NCC1COc2ccccc2O1)c1cccc(S(=O)(=O)N2CCCCC2)c1 (centres undefined) | -1 | 10 | -5 | -2 | -1.0 | -4 | 93 | 2 | -4 | 3
56 | Clc1ccccc1CSc1ncccn1 | -6 | 7 | 0 | -1 | -0.3 | 1 | 102 | 0 | -5 | -11
57 | Cc1ccc(S(=O)(=O)N(C)C)cc1NC(=O)CSc1ccc2c(c1)OCCO2 | -13 | -3 | -7 | -1 | -2.3 | 3 | 100 | 7 | -10 | -5
58 | CC(NC(=O)c1ccc2c(c1)OCCO2)C(=O)O (centres undefined) | -22 | 3 | -2 | 0 | -2.0 | 0 | 100 | 5 | 0 | -1
59 | COc1ccc(C(=O)Nc2nc3cc(OC)c(OC)cc3c(=O)[nH]2)cc1 | -1 | -1 | 1 | 1 | -0.3 | 14 | 94 | -3 | 6 | 6

Assay outcomes as filed in PubChem BioAssay.
